Screening data from PubChem BioAssay.
EP2 modulator – EP2 receptor modulators, cAMP readout, primary screen, cell-based, HTRF cAMP, PGE2 stimulation; 260,000 compounds, 0.83% hits; induction, % at 25 µM; AID 940, 2007; Prostaglandin E2 receptor EP2 subtype (Homo sapiens), P43116; EP2-expressing cells, cAMP HTRF FRET, PGE2 co-stimulation;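 active = compounds whose cAMP rise, as percent of the full-agonist control response, exceeds 60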;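 also: rat C6 glioma line stably carrying human EP2 under a CMV promoter; the protocol text gives 20 µM as final concentration; 100% = response of wells given 1 µM PGE2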
Target sequence (P43116 whole entry, looked up): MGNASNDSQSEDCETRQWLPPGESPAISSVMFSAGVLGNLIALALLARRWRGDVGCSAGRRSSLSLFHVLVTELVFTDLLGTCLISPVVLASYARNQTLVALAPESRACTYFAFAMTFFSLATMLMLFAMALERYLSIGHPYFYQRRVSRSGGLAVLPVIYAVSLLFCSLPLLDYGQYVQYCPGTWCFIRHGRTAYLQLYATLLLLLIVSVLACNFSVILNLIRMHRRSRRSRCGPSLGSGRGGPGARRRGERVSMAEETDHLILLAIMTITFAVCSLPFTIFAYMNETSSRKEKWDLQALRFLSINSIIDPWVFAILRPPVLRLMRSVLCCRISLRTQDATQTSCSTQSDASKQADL
S1P4 agonist – S1P4 receptor agonists, primary screen, cell-based | S1P4-expressing cell line, agonist reporter assay | activation, % at 4.98 µM | 220,000 compounds, 0.35% hits | AID 1509, 2009; in the data active = activation above about 11%;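 also: 0% = DMSO vehicle and 100% = reference agonist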
S1P4 antagonist – S1P4 receptor antagonists, primary screen, cell-based; S1P4-expressing cells, antagonist mode, reporter read-out; AID 1510, 2009; 220,000 compounds, 0.26% hits; Sphingosine 1-phosphate receptor 4 (Homo sapiens), O95977; inhibition, % at 4.98 µM; in the data active = inhibition above about 29%;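 also: 0% = wells stimulated with agonist and 100% = vehicle wells without agonist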
TRPN1 ag – zebrafish TRPN1 channel agonists, primary screen, cell-based, HEK293, calcium fluorescence | transient receptor potential cation channel N1 (TRPN1/NompC), Danio rerio | HEK293 zebrafish TRPN1-YFP, Fluo-8 calcium fluorescence; 100% = response to 87 µM carbachol | activation, % at 3 µM | 220,000 compounds, 0.18% hits;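 active = activation above its plate's cutoff, the mean activation of test wells on that plate plus 3 SD, cut at about 19% in these data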;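 also: 0% = DMSO alone and 100% = 87 µM carbachol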
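Material – zebrafish TRPN1-YFP in HEK293 cells · Doses – 3 µM single point · Schedule – dye 1 h 37 °C plus 30 min RT · Signal – Fluo-8 calcium fluorescence, excitation 470-495 nm, emission 515-575 nm · Read-out – % activation versus carbachol response · Control set – carbachol high, DMSO low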
BaF3 parental – parental Ba/F3 cell viability inhibition, counter-screen for JAK2V617F inhibitor project, murine pro-B, CellTiter-Glo luminescence; CellTiter-Glo ATP luminescence; 220,000 compounds, 1.1% hits; AID 1486, 2009; inhibition, % at 5.6 µM;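 active = inhibition above a per-campaign cutoff, the mean inhibition of all tested compounds plus 3 SD, cut at about 27% in these data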;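 also: 0% = DMSO wells and 100% = JAK Inhibitor I control wells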
PERK inh – block of dimerizer-induced PERK translation repression, primary screen, PERK inhibitor project, CHO PERK-DD cells, SEAP luminescence, HTS; AID 1416, 2008; CHO PERK-DD fusion, SEAP luminescence translation reporter; inhibition, % at 5.6 µM; 220,000 compounds, 0.17% hits;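 active = inhibition above the mean inhibition of all tested compounds plus 3 SD, set separately per screening campaign, cut at about 2.9% in these data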;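 also: PERK kinase domain activated by AP20187 dimerizer at 100 nM; 0% = DMSO with dimerizer and 100% = rapamycin at 8.4 µM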
Calpain2 inh – inhibitors of pig calpain II, primary screen, biochemical, fluorogenic peptide substrate, 1536-well. inhibition, % at 16 µM. purified calpain II, 30 min. 220,000 compounds, 0.37% hits. AID 1236, 2008;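 active = inhibition above about 50%, limit read from the data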
Ba/F3 V617F tox – reduced viability of JAK2V617F-dependent Ba/F3 cells, primary screen, JAK2V617F inhibitor project, cell-based, Ba/F3 EpoR-JAK2V617F, luminescence. ATP luminescence. inhibition, % at 5.6 µM. 220,000 compounds, 1.1% hits. AID 1446, 2008;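 active = inhibition above the campaign mean plus 3 SD over all tested compounds, cut at about 24% in these data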;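 also: cytokine-independent growth of Ba/F3 cells driven by EpoR plus mutant JAK2; 0% = DMSO-treated cells and 100% = JAK inhibitor I control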
TRPML3 agonist – human TRPML3 channel agonists, primary screen, cell-based, HEK293 TRPML3-YFP, Fluo-8 calcium fluorescence, 3 µM | Mucolipin-3 (Homo sapiens), Q8TDD5 | activation, % at 3 µM | 100% = the carbachol control signal | 220,000 compounds, 0.29% hits;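 active = activation above its plate's cutoff, the mean activation of the plate's test wells plus 3 SD, cut at about 12% in these data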;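 also: 0% = DMSO only wells and 100% = carbachol wells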
Target sequence (Q8TDD5 whole entry, looked up): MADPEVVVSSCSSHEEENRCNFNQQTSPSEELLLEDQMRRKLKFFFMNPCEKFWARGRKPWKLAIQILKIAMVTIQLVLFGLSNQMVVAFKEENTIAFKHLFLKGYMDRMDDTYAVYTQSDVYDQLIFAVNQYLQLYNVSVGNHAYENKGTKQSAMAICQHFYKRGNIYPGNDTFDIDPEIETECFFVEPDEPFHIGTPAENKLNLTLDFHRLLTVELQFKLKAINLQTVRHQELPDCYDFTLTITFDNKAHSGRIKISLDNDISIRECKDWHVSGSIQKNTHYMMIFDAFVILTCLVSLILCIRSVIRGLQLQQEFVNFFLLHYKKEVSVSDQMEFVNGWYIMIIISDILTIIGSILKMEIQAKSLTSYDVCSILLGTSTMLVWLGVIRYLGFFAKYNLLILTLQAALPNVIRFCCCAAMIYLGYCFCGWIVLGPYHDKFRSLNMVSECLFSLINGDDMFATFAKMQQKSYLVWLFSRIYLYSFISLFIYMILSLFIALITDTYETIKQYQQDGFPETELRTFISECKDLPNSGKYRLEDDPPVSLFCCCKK
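Test system: HEK293 cells stably carrying human TRPML3-YFP; Doses: single dose, 3 µM final nominal compound, 0.3% DMSO final; Schedule: dye loading 1 h 37 °C then 30 min ambient, 125 s read; Technique: Fluo-8 calcium fluorescence; Benchmarks: high control carbachol 87 µM, low control DMSO.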
The depositor's hits bear a star; & = joins results of further samples.

CCOC(=O)C1C(=O)NC(N2CCN(c3ccccc3)CC2)=NC1c1ccccc1 (centres undefined) was read as EP2 modulator 22, S1P4 agonist -0.9, S1P4 antagonist 10, TRPN1 ag -1.2, BaF3 parental 1, PERK inh -0.2, Calpain2 inh -14, Ba/F3 V617F tox -2 and TRPML3 agonist 0.5.
For O=C(COC(=O)c1cc[n+]([O-])cc1)NCc1ccccc1Cl the results were EP2 modulator 23, S1P4 agonist 1.0, S1P4 antagonist -15, TRPN1 ag -2.0, BaF3 parental 3, PERK inh 0.8, Calpain2 inh 17, Ba/F3 V617F tox -2 and TRPML3 agonist 0.2.
COc1ccc(/C(N)=N/OC(=O)Cc2cccs2)cc1OC was read as EP2 modulator -2, S1P4 agonist 2.4, S1P4 antagonist 5, TRPN1 ag -0.9, BaF3 parental 0, PERK inh -0.5, Calpain2 inh -6, Ba/F3 V617F tox -2 and TRPML3 agonist -0.1.
Screening O=C(NC1CCN(Cc2ccccc2)CC1)C(NS(=O)(=O)c1cccc2nsnc12)c1ccccc1 (centres undefined) returned EP2 modulator -4, S1P4 agonist 0.6, S1P4 antagonist -9, TRPN1 ag -0.8, BaF3 parental 8, PERK inh 0.5, Calpain2 inh 18, Ba/F3 V617F tox 5 and TRPML3 agonist 0.2.
`Cc1ccc(S(=O)(=O)N(CC(=O)Nc2ccccc2C(=O)O)c2ccccc2C)cc1` gave EP2 modulator 11, S1P4 agonist 1.3, S1P4 antagonist 1, TRPN1 ag -0.7, BaF3 parental 11, PERK inh 1.0, Calpain2 inh -26, Ba/F3 V617F tox 1 and TRPML3 agonist -0.4.
`COCCN(C(=S)Nc1cc(C)cc(C)c1)C(C)c1cccnc1` (centres undefined) gave EP2 modulator -9, S1P4 agonist -0.6, S1P4 antagonist -16, TRPN1 ag 1.0, BaF3 parental 0, PERK inh 0.5, Calpain2 inh -6, Ba/F3 V617F tox -2 and TRPML3 agonist 1.0.
For O=c1cc(COc2ccc(Cl)c(Cl)c2)nc2sccn12 the results were EP2 modulator -8, S1P4 agonist 1.4, S1P4 antagonist -10, TRPN1 ag -0.1, BaF3 parental 0, PERK inh 0.4, Calpain2 inh -24, Ba/F3 V617F tox 1 and TRPML3 agonist 0.9.
Screening CC(=O)C1C(c2ccccc2OC(F)F)NC(=O)NC1(O)C(F)(F)F (centres undefined) returned EP2 modulator -20, S1P4 agonist 1.2, S1P4 antagonist 1, TRPN1 ag -0.8, BaF3 parental 5, PERK inh -0.4, Calpain2 inh 6, Ba/F3 V617F tox 0 and TRPML3 agonist -0.6.
`Cc1cc(NC(=S)N(CCCN2CCOCC2)Cc2ccco2)ccc1Cl` gave EP2 modulator 5, S1P4 agonist 0.3, S1P4 antagonist -3, TRPN1 ag -0.2, BaF3 parental 14, PERK inh -0.3, Calpain2 inh -15, Ba/F3 V617F tox 19 and TRPML3 agonist 0.5.
For N#C/C(=C1/CCCCCN1)c1nc2ccccc2s1 the results were EP2 modulator 43, S1P4 agonist 0.2, S1P4 antagonist 3, TRPN1 ag -0.1, BaF3 parental 1, PERK inh 0.8, Calpain2 inh 23, Ba/F3 V617F tox 1 and TRPML3 agonist 0.2.
Screening CC(C)Cc1nc(Nc2ccc(S(=O)(=O)N3CCCC3)cc2)c2nnn(Cc3ccccc3)c2n1 returned EP2 modulator 8, S1P4 agonist -1.8, S1P4 antagonist 9, TRPN1 ag -0.7, BaF3 parental 0, PERK inh -1.0, Calpain2 inh -121, Ba/F3 V617F tox -3 and TRPML3 agonist 0.7.
C=CCOc1ccc(Cl)cc1CNC1CCCC1 was read as EP2 modulator 62*, S1P4 agonist -0.9, S1P4 antagonist 16, TRPN1 ag -1.1, BaF3 parental 2, PERK inh 0.2, Calpain2 inh 4, Ba/F3 V617F tox -2 and TRPML3 agonist 0.7.
Screening CCc1nnc(NC(=O)C2CCN(c3cnccn3)CC2)s1 returned EP2 modulator 5, S1P4 agonist -0.9, S1P4 antagonist 4, TRPN1 ag 1.8, BaF3 parental 5, PERK inh -0.1, Calpain2 inh -7, Ba/F3 V617F tox -2 and TRPML3 agonist 0.1.
`Cc1ccc(N2C(=O)c3cccc4c([N+](=O)[O-])ccc(c34)C2=O)c2cccnc12` gave EP2 modulator -10, S1P4 agonist 1.1, S1P4 antagonist -16, TRPN1 ag 0.7, BaF3 parental -3, PERK inh -0.2, Calpain2 inh -30, Ba/F3 V617F tox 3 and TRPML3 agonist 0.2.
`Cc1cccc(OCCCCc2c(C)n[nH]c2C)c1` gave EP2 modulator 31, S1P4 agonist 1.9, S1P4 antagonist 4, TRPN1 ag -1.4, BaF3 parental 4, PERK inh -0.2, Calpain2 inh -7, Ba/F3 V617F tox 2 and TRPML3 agonist -0.4.
For O=C1CC(C2CCCO2)C(=O)N1c1ccc(Cl)c(Cl)c1 (centres undefined) the results were EP2 modulator 23, S1P4 agonist 0.9, S1P4 antagonist 3, TRPN1 ag 0.6, BaF3 parental -1, PERK inh 0.9, Calpain2 inh 9, Ba/F3 V617F tox -3 and TRPML3 agonist -0.5.
`CCOC(=O)CSC1=NC(=O)/C(=C\c2ccc(Cl)cc2)S1` gave EP2 modulator -12, S1P4 agonist 1.3, S1P4 antagonist 3, TRPN1 ag 6.6, BaF3 parental 7, PERK inh 1.9, Calpain2 inh 40, Ba/F3 V617F tox -2 and TRPML3 agonist 4.2.
Screening Cc1ccc2c(c1)c1ncnc(N3CCc4ccccc4C3)c1n2C returned EP2 modulator 17, S1P4 agonist -0.7, S1P4 antagonist 4, TRPN1 ag -1.6, BaF3 parental 5, PERK inh -0.2, Calpain2 inh -145, Ba/F3 V617F tox -1 and TRPML3 agonist -0.5.
Screening COc1ccccc1N1CCN(S(=O)(=O)c2ccc3c(c2)n(C)c(=O)n3C)CC1 returned EP2 modulator -56&-15, S1P4 agonist 0.1, S1P4 antagonist 1, TRPN1 ag 0.4, BaF3 parental 11, PERK inh -0.1, Calpain2 inh -19, Ba/F3 V617F tox -1 and TRPML3 agonist 0.3.
For Cc1ccc(CN2C(=O)C(C)(C)Oc3ccc(C(=O)N4CCCCC4)cc32)cc1 the results were EP2 modulator 24, S1P4 agonist 3.0, S1P4 antagonist 1, TRPN1 ag -0.3, BaF3 parental 4, PERK inh 0.0, Calpain2 inh 25, Ba/F3 V617F tox -1 and TRPML3 agonist -0.1.
`CC/C(C)=N/NS(=O)(=O)c1ccc(C)c([N+](=O)[O-])c1` gave EP2 modulator 23, S1P4 agonist -1.0, S1P4 antagonist -5, TRPN1 ag 0.4, BaF3 parental -8, PERK inh 1.5, Calpain2 inh -13, Ba/F3 V617F tox -1 and TRPML3 agonist 0.5.
Screening CN(C)CC(C)(C)CNC(=S)Nc1cc(S(=O)(=O)N2CCOCC2)ccc1Cl returned EP2 modulator -5, S1P4 agonist -0.1, S1P4 antagonist -13, TRPN1 ag 0.2, BaF3 parental 8, PERK inh -0.5, Calpain2 inh -17, Ba/F3 V617F tox -1 and TRPML3 agonist -0.3.
`Brc1ccc(N/N=C(/N=Nc2nn[nH]n2)c2ccccc2)cc1` gave EP2 modulator -31, S1P4 agonist -1.1, S1P4 antagonist 6, TRPN1 ag -3.2, BaF3 parental 8, PERK inh 0.6, Calpain2 inh 12, Ba/F3 V617F tox 11 and TRPML3 agonist -1.5.
O=C1CCC/C(=N/NC(=O)c2ccc(CN3c4cccc5cccc(c45)S3(=O)=O)cc2)C1 was read as EP2 modulator -2, S1P4 agonist -0.1, S1P4 antagonist -10, TRPN1 ag 0.2, BaF3 parental 8, PERK inh -0.5, Calpain2 inh -131, Ba/F3 V617F tox 4 and TRPML3 agonist 0.8.
CCn1c(=O)cc(OCC(=O)NCC2CCCO2)c2ccccc21 (centres undefined) was read as EP2 modulator -17, S1P4 agonist 0.3, S1P4 antagonist 2, TRPN1 ag 0.3, BaF3 parental 3, PERK inh 0.8, Calpain2 inh -1, Ba/F3 V617F tox -1 and TRPML3 agonist 0.4.
For CC(C)(C)N1CC(c2nc3ccccc3n2Cc2ccc(Cl)cc2)CC1=O (centres undefined) the results were EP2 modulator -30, S1P4 agonist 1.5, S1P4 antagonist 6, TRPN1 ag 1.8, BaF3 parental 3, PERK inh -1.8, Calpain2 inh -5, Ba/F3 V617F tox -2 and TRPML3 agonist 1.1.
`Cc1[nH]nc(N)c1N=Nc1ccc(Br)cc1` gave EP2 modulator -15, S1P4 agonist 1.4, S1P4 antagonist -15, TRPN1 ag -0.7, BaF3 parental 1, PERK inh 0.6, Calpain2 inh 30, Ba/F3 V617F tox 0 and TRPML3 agonist 0.2.
c1ccc2c(c1)[nH]c1c(N3CCN(C4CCCCC4)CC3)ncnc12 was read as EP2 modulator -8, S1P4 agonist 0.3, S1P4 antagonist -7, TRPN1 ag 0.6, BaF3 parental 4, PERK inh -1.0, Calpain2 inh -209, Ba/F3 V617F tox 1 and TRPML3 agonist 1.1.
For COc1ccccc1C1CCN(Cc2c(C)[nH]c3ccccc23)CC1 the results were EP2 modulator -52, S1P4 agonist 0.5, S1P4 antagonist 16, TRPN1 ag 1.0, BaF3 parental -2, PERK inh -0.7, Calpain2 inh 2, Ba/F3 V617F tox -2 and TRPML3 agonist 1.1.
CN(C)CCOCCOc1ccccc1-c1ccccc1 was read as EP2 modulator -15, S1P4 agonist 2.9, S1P4 antagonist -24, TRPN1 ag 0.0, BaF3 parental -2, PERK inh -0.5, Calpain2 inh 16, Ba/F3 V617F tox -2 and TRPML3 agonist -0.2.
Screening C/C(=N\Nc1ccc(Cl)c(Cl)c1)c1ccc(-n2ccnc2)cc1 returned EP2 modulator -54, S1P4 agonist -0.3, S1P4 antagonist -25, TRPN1 ag -0.9, BaF3 parental 5, PERK inh 0.6, Calpain2 inh -18, Ba/F3 V617F tox 3 and TRPML3 agonist 0.6.
Screening O=C(O)C1CC1c1ccc(Br)cc1 (centres undefined) returned EP2 modulator 23, S1P4 agonist 0.4, S1P4 antagonist 3, TRPN1 ag -1.2, BaF3 parental 3, PERK inh 0.7, Calpain2 inh -20, Ba/F3 V617F tox -4 and TRPML3 agonist 0.5.
Screening O=C(CSc1nnc(C2COc3ccccc3O2)o1)NC1CCCCC1 (centres undefined) returned EP2 modulator -11, S1P4 agonist -2.2, S1P4 antagonist 1, TRPN1 ag -0.4, BaF3 parental -2, PERK inh 1.2, Calpain2 inh 6, Ba/F3 V617F tox -6 and TRPML3 agonist -0.2.
